Compound activity as filed in PubChem.
ZTA counter: counter-screen for EBNA-1 inhibitors: inhibitors of Epstein-Barr virus ZTA; 0.15% of 320,000 active; ZTA-DNA binding, fluorescence polarization; P03206; inhibition, % at 11 µM; in the data active means inhibition above about 33%
Target sequence (P03206 whole entry, looked up): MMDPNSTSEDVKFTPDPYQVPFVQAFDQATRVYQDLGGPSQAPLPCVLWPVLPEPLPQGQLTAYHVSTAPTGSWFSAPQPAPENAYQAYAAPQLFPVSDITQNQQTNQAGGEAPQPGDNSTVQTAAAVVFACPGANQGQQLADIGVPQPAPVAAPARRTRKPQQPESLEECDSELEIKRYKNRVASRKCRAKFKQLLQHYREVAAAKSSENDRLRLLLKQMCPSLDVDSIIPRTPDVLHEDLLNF
TPT1 inh: inhibitors of Candida albicans tRNA 2'-phosphotransferase TPT1; recombinant caTPT1, FP RNA substrate dephosphorylation; inhibition, % at 5 µM; 0.81% of 300,000 active;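 active means inhibition above the mean of all tested compounds plus 3 SD, set per screening campaign, cut at about 24% in these data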;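 further: plate controls were DMSO alone for no effect and ferristatin control at 100 nM for full effect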
PP1 counter: blocks human PP1-alpha phosphatase, a PP5 counter-screen; 0.9% of 320,000 active; P62136; purified PP1alpha, OMFP fluorescence; inhibition, % at 6.7 µM;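 active means inhibition above the mean inhibition of all tested compounds plus 3 SD, computed separately for each screening campaign, cut at about 15% in these data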
Target sequence (P62136 whole entry, looked up): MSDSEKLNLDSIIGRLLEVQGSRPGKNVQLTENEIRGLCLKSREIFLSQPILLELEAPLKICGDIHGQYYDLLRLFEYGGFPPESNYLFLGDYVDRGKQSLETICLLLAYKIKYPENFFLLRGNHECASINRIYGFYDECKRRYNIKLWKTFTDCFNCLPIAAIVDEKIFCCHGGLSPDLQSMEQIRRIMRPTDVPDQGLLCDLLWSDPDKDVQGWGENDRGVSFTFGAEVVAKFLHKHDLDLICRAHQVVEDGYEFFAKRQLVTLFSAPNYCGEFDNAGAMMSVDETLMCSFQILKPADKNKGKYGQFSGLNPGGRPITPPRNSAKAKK
HCV core dimer: HCV core protein dimerization inhibition | TR-FRET GST/Flag-core106 dimerization, 1536-well | inhibition, % at 5 µM | 0.33% of 300,000 active | AID 1899;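 active means inhibition above the mean of all tested compounds plus 3 SD, set per screening campaign, cut at about 45% in these data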
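Assay system: Tagged HCV core106 pair (GST and Flag) | Buffer or medium: KF-containing HEPES buffer, pH 7.45, DTT, CHAPS, BSA | Also added: Eu donor and XL665 acceptor anti-tag antibodies | Dosing: One concentration, 5 µM, in 0.5% DMSO | Timing: 4 h at 22.5 °C | Technique: TR-FRET 671 and 617 nm emission | Repeats: Singlicate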
EBNA-1 inh: blocks EBNA-1 binding to DNA | EBNA-1 DNA binding, fluorescence polarization | inhibition, % at 14.8 µM | 0.34% of 300,000 active | AID 1950; in the data active means inhibition above about 28%
PP5 primary: inhibitors of human protein phosphatase 5 (PP5) | AID 1987 | 0.18% of 320,000 active | purified PP5c, OMFP substrate fluorescence | inhibition, % at 6.7 µM;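 active means inhibition above the campaign's mean inhibition across all tested compounds plus 3 SD, cut at about 9.5% in these data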;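 further: 0% = DMSO only and 100% = 100 µM cantharidin control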
JMJD2C inh: inhibitors of human GASC-1 (JMJD2C) demethylase | GST-JMJD2C(1-420) H3K9me3 demethylation, DELFIA europium | inhibition, % at 2.35 µM | 0.069% of 330,000 active | AID 2099;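 active means more than half of a compound's replicate wells show inhibition beyond 50%, single wells judged on their own value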;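 further: signal counts dimethyl H3K9 product captured on neutravidin plate; 0% = median of DMSO wells and 100% = 0.3 times that DMSO median; strong numbers were not always called active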
Target sequence (Q9H3R0 1-420 limits assumed): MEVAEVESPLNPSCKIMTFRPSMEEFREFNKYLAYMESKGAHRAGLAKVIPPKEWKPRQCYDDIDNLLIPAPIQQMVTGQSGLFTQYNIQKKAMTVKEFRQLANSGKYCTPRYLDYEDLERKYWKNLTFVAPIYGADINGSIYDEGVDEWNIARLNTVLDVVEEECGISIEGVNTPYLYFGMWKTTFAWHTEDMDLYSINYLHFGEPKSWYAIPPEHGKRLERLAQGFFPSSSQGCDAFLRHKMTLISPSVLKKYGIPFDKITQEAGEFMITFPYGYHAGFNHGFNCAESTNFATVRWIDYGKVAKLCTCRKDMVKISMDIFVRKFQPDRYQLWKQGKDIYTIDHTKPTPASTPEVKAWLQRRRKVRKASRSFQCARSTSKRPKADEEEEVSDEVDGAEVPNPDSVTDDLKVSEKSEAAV
CR mimetic SO: lowers age-related superoxide in aged yeast cells; S. cerevisiae aged cells, superoxide DHE fluorescence; stronger effect = lower value; superoxide response (% of plate mean), % at 10 µM; 0.18% of 330,000 active; AID 2690;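 active means superoxide response under a set limit, about three screen SD below normal, cut at about 65% in these data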;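 further: yeast aged for seven days with compound at 30 °C before DHE staining; 100% = average MFI of all compound-treated wells on the plate with controls excluded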
Fh CTSL1 inh: counter-screen for PFM18AAP inhibitors: inhibitors of F. hepatica cathepsin L1; recombinant F. hepatica cathepsin L1, Z-Leu-Arg-MCA fluorescence; inhibition, % at 5.96 µM; 0.49% of 300,000 active; AID 1906;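 active means inhibition above the mean of all tested compounds plus 3 SD, set per screening campaign, cut at about 17% in these data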;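 further: 0% = plate median of test compound wells and 100% = 1 µM Z-Phe-Ala-diazomethylketone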
The depositor's hits bear a star; nt = no result given.

Molecule,CR mimetic SO,PP5 primary,EBNA-1 inh,ZTA counter,HCV core dimer,TPT1 inh,Fh CTSL1 inh,JMJD2C inh,PP1 counter
CCn1c(=N)n(CC(=O)c2cccc(OC)c2)c2ccccc21,103,1.7,-1,-10,4,-4,6,0,4
O=C(CC1(CC2=NS(=O)(=O)c3ccccc3N2)CCCC1)NCCc1ccccc1,111,3.1,-6,-2,0,-2,0,-18,-1
O=C(CNC(=O)c1ccc(Cl)cc1)Nc1ccccc1C(F)(F)F,93,2.0,13,10,-1,-2,0,-9,1
CC(Sc1nnc(-c2cccs2)n1Cc1ccccc1)C(=O)NCc1ccc2c(c1)OCO2 (stereo not drawn),106,2.4,-10,2,-6,0,-4,-5,-4
CCS(=O)(=O)c1nc(S(=O)(=O)c2ccc(C)cc2)c(N2CCN(CCO)CC2)s1,97,3.4,-3,-5,-4,-2,1,0,-2
COc1cc(OC)cc(C(=O)NCC(=O)OCC(=O)/C=C2/N(C)c3ccccc3C2(C)C)c1,95,1.3,-2,-2,2,4,-8,0,-2
COc1cc(C(=O)NCCOc2cc(C)cc(C)c2)c(Br)c(OC)c1OC,92,1.0,6,1,3,-8,1,3,5
CC12CCC(=O)N1C(C(=O)OCc1c(Cl)cccc1Cl)CS2 (stereo not drawn),119,-0.1,8,0,11,-3,1,1,-1
CCN(CC(=O)Nc1ccc(OC)cc1)C(=O)CSCc1ccc(C)cc1,108,1.6,nt,-5,nt,nt,nt,6,-3
CCN(CC(=O)NCc1ccc(Cl)cc1)C(=O)CCC(=O)c1ccc(F)cc1,106,0.1,2,4,2,-1,-2,-7,-4
Nc1ncc(-c2ccc([N+](=O)[O-])cc2)cn1,121,2.4,-11,-23,-13,-2,1,-1,-1
CCCC(=O)Nc1ccc(N2CCOCC2)cc1,108,2.0,-1,2,2,-2,-1,10,-1
CN(C(=S)Nc1ccc(SC(F)F)cc1)c1ccc(O)cc1,93,1.1,9,3,-4,2,1,-4,3
Cc1cccc(C(=O)Nc2ccc(S(=O)(=O)Nc3nc(C)cc(C)n3)cc2)c1,106,1.2,9,-1,12,-4,2,17,-4
Nc1ccc(C(=O)c2cccs2)cn1,94,0.7,-7,2,5,1,6,1,-3
O=C(Cn1c(=O)[nH]c2sc3c(c2c1=O)CCCC3)NCC1CCCO1 (stereo not drawn),93,1.4,-2,3,0,1,-3,-30,-3
CCOC(=O)Nc1ccc2nc(Sc3ccc(Cl)cc3)sc2c1,116,3.0,-13,11,-37,-2,1,-25,2
O=C(NC(=S)Nc1ccc(N2CCOCC2)cc1)c1cccc(Cl)c1,95,5.1,-17,-9,-4,0,1,-5,-1
CCC(=O)c1ccc(N2CCN(C(=O)c3cccc(F)c3)CC2)c(F)c1,107,-0.2,-11,8,-1,6,-4,5,-3
Cc1cccc(NC(=S)N2CCN(Cc3ccc4c(c3)OCO4)CC2)c1C,99,0.8,2,-5,-3,-3,1,33,1
O=C(C1CCCN(S(=O)(=O)c2ccccc2)C1)N1CCCCC1 (stereo not drawn),85,0.6,-4,2,1,2,-1,-8,-10
COc1ccc(-c2nnn(CC(=O)N(CCO)C(C(=O)NC3CCCC3)c3ccc(F)cc3)n2)cc1 (stereo not drawn),125,1.4,-3,-2,0,1,-1,1,1
Cc1ccccc1NC(=O)c1nc2nccc(C)n2n1,121,-2.1,-11,-3,2,-2,0,-1,3
Cc1ccc(C(=O)NCCc2csc(-c3cccnc3)n2)cc1,102,1.5,-13,7,-2,1,-2,-5,0
Oc1cnc2ccccc2c1CN1CCOCC1,101,0.3,2,3,-5,1,2,-1,-2
CCOc1ccccc1NC(=O)COc1ccc(S(=O)(=O)N2CCCC2)cc1,111,3.6,-17,-13,-9,4,-3,-6,0
COc1cc(C(=O)Nc2oc(-c3ccccc3)c(-c3ccccc3)c2C#N)cc(OC)c1OC,104,0.6,-4,9,6,0,4,3,-2
CCOC(=O)Cn1c(=O)oc2cc(S(=O)(=O)NC3CCCCC3)ccc21,101,1.6,-6,5,-13,3,-1,-15,-2
O=C(Nc1cccc2c1CCCC2)c1cc([N+](=O)[O-])cc([N+](=O)[O-])c1,98,1.5,4,-6,7,2,1,-3,-5
CCc1cc(=O)oc2c(C)c(OC(C)C(=O)NCCCn3ccnc3)ccc12 (stereo not drawn),91,1.6,0,1,-22,1,0,16,0

Two of the compounds above, with two lines to a compound.
Each structure is followed by: CR mimetic SO | PP5 primary | EBNA-1 inh | ZTA counter | HCV core dimer | TPT1 inh | Fh CTSL1 inh | JMJD2C inh | PP1 counter
> CC(Sc1nnc(-c2cccs2)n1Cc1ccccc1)C(=O)NCc1ccc2c(c1)OCO2 (stereo not drawn)
→ 106 | 2.4 | -10 | 2 | -6 | 0 | -4 | -5 | -4
> CCS(=O)(=O)c1nc(S(=O)(=O)c2ccc(C)cc2)c(N2CCN(CCO)CC2)s1
→ 97 | 3.4 | -3 | -5 | -4 | -2 | 1 | 0 | -2

The main list resumes, starting seven compounds before the break.
Molecule,CR mimetic SO,PP5 primary,EBNA-1 inh,ZTA counter,HCV core dimer,TPT1 inh,Fh CTSL1 inh,JMJD2C inh,PP1 counter
Cc1ccc(C(=O)NCCc2csc(-c3cccnc3)n2)cc1,102,1.5,-13,7,-2,1,-2,-5,0
Oc1cnc2ccccc2c1CN1CCOCC1,101,0.3,2,3,-5,1,2,-1,-2
CCOc1ccccc1NC(=O)COc1ccc(S(=O)(=O)N2CCCC2)cc1,111,3.6,-17,-13,-9,4,-3,-6,0
COc1cc(C(=O)Nc2oc(-c3ccccc3)c(-c3ccccc3)c2C#N)cc(OC)c1OC,104,0.6,-4,9,6,0,4,3,-2
CCOC(=O)Cn1c(=O)oc2cc(S(=O)(=O)NC3CCCCC3)ccc21,101,1.6,-6,5,-13,3,-1,-15,-2
O=C(Nc1cccc2c1CCCC2)c1cc([N+](=O)[O-])cc([N+](=O)[O-])c1,98,1.5,4,-6,7,2,1,-3,-5
CCc1cc(=O)oc2c(C)c(OC(C)C(=O)NCCCn3ccnc3)ccc12 (stereo not drawn),91,1.6,0,1,-22,1,0,16,0
C/C(N)=C(/C#N)C(=O)COC(=O)C1Cc2ccccc2CN1S(C)(=O)=O (stereo not drawn),91,-1.2,7,9,20,1,3,1,2
O=C(CCC(=O)c1ccc(Cl)s1)Nc1ncccc1O,144,0.3,nt,8,nt,nt,nt,3,3
COc1ccc(C2Nc3cc(OC)ccc3-n3cccc32)cc1 (stereo not drawn),107,-0.9,5,2,4,3,2,0,-3
CC(=O)Nc1cccc(NC(=O)CSc2nc(=O)n(CCN3CCOCC3)c3c2CCC3)c1,104,0.0,-2,-1,-2,4,2,-1,0
C/C(=N/NC(=O)c1sc(NS(=O)(=O)c2ccccc2)nc1C)c1ccc(F)cc1,111,5.1,-4,-8,3,-2,-2,0,2
CC1CN(CCCCN2C(=O)c3ccccc3C2=O)CC(C)O1 (stereo not drawn),88,1.1,-7,-15,-5,1,1,1,-1
Cc1c(Cl)cccc1NC(=O)CCCN1C(=O)CCC1=O,95,-0.7,-1,-3,0,1,2,10,-1
N#CCc1nnc2n1-c1ccccc1CCC2,120,0.6,-7,-2,4,-2,-2,2,-5
CC(=O)NN1C(=O)c2ccccc2NC1c1ccccn1 (stereo not drawn),102,-3.4,-3,-6,1,0,-2,20,-4
CCOC(=O)N1CCC(c2cc(=O)n(-c3ccccc3)[nH]2)CC1,96,0.9,2,-5,-5,-3,-3,20,-2
Cc1cc(NC(=O)CSCC(=O)N(c2cccc(Cl)c2)C(C(=O)NC2CCCCC2)c2ccc(O)c(O)c2)no1 (stereo not drawn),91,1.8,6,7,6,1,0,-10,0
CC#CC(=O)N1CCC(n2nccc2NC(=O)c2ccc3c(c2)OCO3)CC1,102,2.6,5,-15,-22,-3,5,-2,-4
Cc1cc(=O)[nH]c2ccc(S(=O)(=O)NCc3ccccc3)cc12,80,0.0,-5,-29,-15,0,11,7,1
CC(C)NC(=O)NC(=O)COC(=O)c1ccc(NC(=O)CC#N)cc1,91,-1.3,8,-5,-3,4,2,6,-2
O=C1C(c2cc(=O)c3ccccc3[nH]2)=C(O)c2ccccc21,86,4.9,8,-20,-11,-2,1,-2,10
COc1ccc(-c2cc(C(=O)N3CCN(c4ccccc4OC)CC3)no2)cc1,92,4.1,-12,11,-6,0,-1,-1,-2
CCOC(=O)c1ccc(NC(=O)CN2C(=O)NC3(CCCCCCC3)C2=O)cc1,108,1.4,nt,16,nt,nt,nt,1,-5
CCOC(=O)N1CCN(C(=O)C2CCC(CNS(=O)(=O)c3ccc(Cl)cc3)CC2)CC1 (stereo not drawn),98,0.8,10,-5,0,-6,3,5,-1
COc1ccccc1NC(=O)c1ccc(-c2ccccc2F)o1,95,5.8,-1,2,3,2,-2,8,0
CCC1CCCCN1CCCNC(=O)c1ccc(CS(=O)(=O)Cc2ccc(Cl)cc2)o1 (stereo not drawn),102,2.4,4,7,-2,0,-4,8,6
CCOC(=O)C(=O)Nc1ccc2c(c1)OCO2,102,1.1,6,-9,14,-6,-2,2,-1
Cc1ccc(S(=O)(=O)NCC(=O)OC(C)C(=O)Nc2ncc(Cl)cc2Cl)cc1 (stereo not drawn),99,1.7,-12,4,-5,-1,-49,-14,-3
Cc1ccccc1-c1nc2cc(Cl)ccc2c(=O)o1,118,0.5,-1,1,-2,1,-2,-5,0
CN1C(C(=O)NCCc2cccs2)CC2Cn3c(nc4cc5ccccc5cc43)C21 (stereo not drawn),102,3.9,-12,-25,-13,0,1,5,1
CC(C)(C)c1ccc(-c2nc(C#N)c(NCc3ccncc3)o2)cc1,108,4.4,-1,2,-1,1,-1,2,-5
Cc1noc(C)c1COc1ccc(C(=O)OCC(=O)c2ccc3c(c2)OCCO3)cc1,99,0.0,1,10,7,2,0,3,-6
CCN(Cc1cn2cccnc2n1)C1CCCCC1,94,1.3,-2,-11,-1,-5,-3,4,-1
C=CCn1c(CNc2ccccc2)nnc1SCC(=O)N/N=C/c1ccc(O)cc1O,93,-0.1,3,-7,1,-6,-4,5,2
CCc1nc(C(N)=O)c2[nH]c(=O)n(-c3ccccc3F)c2n1,81,-0.7,2,5,-1,-1,-1,6,0
COc1ccc(S(=O)(=O)NCc2ccncc2)cc1NC(=O)c1ccccc1F,108,2.1,nt,-14,nt,nt,nt,-6,1
COc1ccccc1NC(=O)CC1C(=O)NCCN1C(=O)Nc1ccc(Cl)c(Cl)c1 (stereo not drawn),114,7.0,0,4,-9,5,3,-8,3

Four of the entries above in order of their number in HCV core dimer, lowest first.
SMILES	HCV core dimer
COc1ccccc1NC(=O)CC1C(=O)NCCN1C(=O)Nc1ccc(Cl)c(Cl)c1 (stereo not drawn)	-9
CC(C)NC(=O)NC(=O)COC(=O)c1ccc(NC(=O)CC#N)cc1	-3
CCc1nc(C(N)=O)c2[nH]c(=O)n(-c3ccccc3F)c2n1	-1
CCOC(=O)C(=O)Nc1ccc2c(c1)OCO2	14
